From PubChem
Yeast eIF2B = GCN4-lacZ reporter reduction in eIF2B-epsilon mutant yeast, primary screen, S. cerevisiae, eIF2B-epsilon R284H, Beta-Glo luminescence; inhibition, % at 25 µM (by protocol); 0.91% of 27,000 active; AID 688, 2007;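 active = mutant luminescence inhibited past about 50% while wild type luminescence and mutant growth stay under set limits, limit read from the data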; also: some compounds called inactive have numbers as strong as hits
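Material – yeast eIF2B-epsilon R284H mutant carrying GCN4–beta-galactosidase fusion · Medium – YPD yeast growth medium · Compound – one concentration, 25 µM, 0.25% DMSO · Times – 16 h at 30 °C exposure · Signal – Beta-Glo luminescence plus absorbance at 595 nm · Read-out – % inhibition of reporter signal and growth versus controls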
Yeast tox = yeast growth toxicity, wild-type and mutant, primary screen, cytotoxicity control for eIF2B function restoration project, wild-type and eIF2Bepsilon R284H mutant, A595; S. cerevisiae wild-type growth, A595 turbidity, 16 h; growth inhibition, % at 25 µM (by protocol); 0.3% of 30,000 active; AID 685, 2007;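 active = mutant and wild-type yeast strains alike exhibit over 30% growth inhibition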;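 also: 0% = untreated cell controls and 100% = YPD media blanks without cells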
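System – wild-type and eIF2Bepsilon-R284H mutant S. cerevisiae, screened separately · Measured by – absorbance at 595 nm (turbidity) · Timing – 16 h compound exposure during growth at 30 °C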
Yeast tox inhibition % = recorded beside Yeast tox, whose call it bears; growth inhibition, %; S. cerevisiae eIF2Bepsilon-R284H mutant growth, A595 turbidity, 16 h;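 each compound tested once at 25 µM; 0% equals untreated cells and 100% equals cell-free medium blanks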
Yeast eIF2B mutant toxicity = further read-out of Yeast eIF2B, marked with its call; growth inhibition, %; measured here: mutant yeast growth, toxicity;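 each compound tested once at 25 µM; zero equals untreated control growth and 100 equals blank medium absorbance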
* = called active by the depositor; . = not tested or not shown.

Letters – A = Yeast eIF2B; B = Yeast eIF2B mutant toxicity; C = Yeast tox; D = Yeast tox inhibition %
#1 Cn1c(O)c(C(c2ccncc2)c2c(O)n(C)c(=S)n(C)c2=O)c(=O)n(C)c1=S
  A: .; B: .; C: 3; D: 13
#2 Cc1cc(Cl)ccc1OC(C)C(=O)O (stereo not given)
  A: 9; B: 3; C: 13; D: 3
#3 CCn1c(=O)cc(OCC(=O)N2CCC3(CC2)OCCO3)c2ccccc21
  A: -18; B: 3; C: 16; D: 3
#4 CN(C=O)CP(=O)(O)CN(C)C=O
  A: -8; B: 7; C: 12; D: 7
#5 Cc1nn(C)cc1/C=C1/CC2C3CC=C4CC(O)CCC4(C)C3CCC2(C)C1=O (stereo not given)
  A: 7; B: .; C: .; D: .
#6 Cc1cc(Cl)ccc1OCC(=O)N1CCN(C)CC1
  A: 23; B: 8; C: 24; D: 8
#7 Cn1c(O)c(C=NC2CC3CCC2(C)C3(C)C)c(=O)[nH]c1=O (stereo not given)
  A: 15; B: 22; C: 6; D: 22
#8 CC1(C)C2CC=C(CN3CCC(O)CC3)C1C2 (stereo not given)
  A: 7; B: -12; C: -9; D: -12
#9 OC1(c2ccc(F)cc2)CC2CCC(C1)N2Cc1nnnn1C1CCCC1 (stereo not given)
  A: -12; B: .; C: 9; D: 0
#10 CCCC(C)C1(CC)C(=O)NC(=Nc2ccccc2)NC1=O (stereo not given)
  A: -10; B: 3; C: 8; D: 3
#11 CN(C)CCc1nc2ccccc2c(=O)n1-c1ccccc1
  A: -7; B: .; C: -3; D: 0
#12 Cc1ccc(S(=O)(=O)N(C)CCCC(=O)N2CCN(c3ccccn3)CC2)cc1
  A: 5; B: .; C: -15; D: 0
#13 CN1C2CCC1CC(OC(=O)c1ccc(Cl)cc1)C2 (stereo not given)
  A: -15; B: 12; C: 10; D: 12
#14 CC1(C)COC(Nc2cccc(Cl)c2)=N1
  A: .; B: .; C: 22; D: 8
#15 O=c1[nH]c(=O)n(CCC2=CCCCC2)c(O)c1C=NCc1cccnc1
  A: 16; B: -3; C: 10; D: -3
#16 CC[N+](CC)(CC)CCCCCCCCCC[N+](CC)(CC)CC
  A: .; B: .; C: 9; D: 13
#17 O=P(O)(O)C#Cc1ccccc1
  A: 20; B: -19; C: -4; D: -19
#18 COc1cc(Br)cc(CN2CCN(C)CC2)c1O
  A: 11; B: 9; C: 16; D: 9
#19 CC(C)n1cc(C(=O)N(CC(=O)NC(C)(C)C)Cc2ccccc2)cn1
  A: -4; B: 19; C: 11; D: 19
#20 CCCCCCn1c(N)c(C(=O)NCCN2CCOCC2)c2nc3ccccc3nc21
  A: 15; B: .; C: -1; D: 0
#21 Cc1cccc(N2CCc3c2nc2ccccc2c3N)c1
  A: -11; B: .; C: .; D: .
#22 CCN1CCN(Cc2nnnn2C(C)(C)C)CC1
  A: -22; B: .; C: .; D: .
#23 OCC12CO[C@@H]3c4ccccc4[C@H](OC1)N32 (stereo not given in full)
  A: .; B: .; C: 15; D: 13
#24 CNP1(NC)=Nc2nn(-c3ccccc3)c(N)c2C(c2ccccc2)=N1
  A: -11; B: -10; C: 32; D: -10
#25 Cc1cc(C)nc(-n2c(C)nc3cc(Cl)ccc3c2=O)c1
  A: -3; B: 15; C: 9; D: 15
#26 C=CCn1c(O)c(C(C)=NCCC2=CCCCC2)c(=O)[nH]c1=O
  A: 23; B: -10; C: -39; D: -10
#27 OC(c1ccccc1)(c1ccccc1)C1CCNCC1
  A: 27; B: -24; C: 20; D: -24
#28 CCS(=O)(=O)N1CCC(C(=O)N2CCC3(CC2)OCCO3)CC1
  A: 23; B: -5; C: -10; D: -5
#29 O=C(CNS(=O)(=O)c1cccs1)N1CCC2(CC1)OCCO2
  A: 21; B: -5; C: 9; D: -5
#30 CCN1C(=O)c2ccccc2Sc2ccc(C(=O)N3CCC4(CC3)OCCO4)cc21
  A: 27; B: 5; C: -18; D: 5

Just Yeast tox and Yeast eIF2B, for 6 of the compounds above:
item | SMILES | Yeast tox | Yeast eIF2B
28 | CCS(=O)(=O)N1CCC(C(=O)N2CCC3(CC2)OCCO3)CC1 | -10 | 23
27 | OC(c1ccccc1)(c1ccccc1)C1CCNCC1 | 20 | 27
29 | O=C(CNS(=O)(=O)c1cccs1)N1CCC2(CC1)OCCO2 | 9 | 21
23 | OCC12CO[C@@H]3c4ccccc4[C@H](OC1)N32 (stereo not given in full) | 15 | .
30 | CCN1C(=O)c2ccccc2Sc2ccc(C(=O)N3CCC4(CC3)OCCO4)cc21 | -18 | 27
17 | O=P(O)(O)C#Cc1ccccc1 | -4 | 20

Reprinted at random: 3 entries already listed.
Letters – A = Yeast eIF2B; B = Yeast eIF2B mutant toxicity; C = Yeast tox; D = Yeast tox inhibition %
#3 CCn1c(=O)cc(OCC(=O)N2CCC3(CC2)OCCO3)c2ccccc21
  A: -18; B: 3; C: 16; D: 3
#23 OCC12CO[C@@H]3c4ccccc4[C@H](OC1)N32 (stereo not given in full)
  A: .; B: .; C: 15; D: 13
#6 Cc1cc(Cl)ccc1OCC(=O)N1CCN(C)CC1
  A: 23; B: 8; C: 24; D: 8

Carrying on:
Letters – A = Yeast eIF2B; B = Yeast eIF2B mutant toxicity; C = Yeast tox; D = Yeast tox inhibition %
#31 CCN(CC)c1ccc(N=Cc2c(O)n(-c3ccc(OC)cc3)c(=O)[nH]c2=O)cc1
  A: .; B: .; C: 10; D: 12
#32 CCOC(=O)C1CCN(/C=C2/C(=O)NC(=O)N(c3ccc(OCC)cc3)C2=O)CC1
  A: 10; B: -3; C: -7; D: -3
#33 O=S1(=O)CC2(N3CCOCC3)CCCCC21 (stereo not given)
  A: 24; B: -2; C: 1; D: -2
#34 CCCOC(=O)c1c(N)n(Cc2cccs2)c2nc3ccccc3nc12
  A: 11; B: 10; C: -19; D: 10
#35 C/C(Cl)=C/CC1(CN2CCCC2=O)C(=O)NC(=O)NC1=O
  A: -6; B: 4; C: -1; D: 4
#36 N#Cc1c(/N=C/c2c(O)n(Cc3ccco3)c(=O)[nH]c2=O)sc2c1CCCC2
  A: 12; B: 7; C: .; D: .
#37 CC(C)CCOC(=O)c1c(N)n(CC2CCCO2)c2nc3ccccc3nc12 (stereo not given)
  A: 3; B: 10; C: -14; D: 10
#38 COc1ccc(CCC(=O)N2CCC3(CC2)OCCO3)cc1
  A: 9; B: .; C: 12; D: 0
#39 O=C(O)c1c[nH]c2ccc(S(=O)(=O)N(CCCl)CCCl)cc12
  A: .; B: .; C: 26; D: 13
#40 CCC(=NCCO)c1c(O)n(-c2ccccc2)c(=O)[nH]c1=O
  A: 22; B: 17; C: 22; D: 17
#41 O=C(COc1ccccc1)N1CCN(CC(O)COc2ccccc2)CC1 (stereo not given)
  A: 20; B: -3; C: 12; D: -3
#42 C=CCOC(=O)C1=C(C)OC(N)=C(C#N)[C@@]12C(=O)N(CC(N)=O)c1ccccc12
  A: 14; B: -15; C: -14; D: -15
#43 Cc1c(C(=O)N2CCC3(CC2)OCCO3)sc2ncnc(N(C)c3ccccc3)c12
  A: 47; B: 3; C: 0; D: 3
#44 COc1ccc(CN2CCCCC2c2cccnc2)cc1C (stereo not given)
  A: 7; B: -11; C: 1; D: -11
#45 O=P(O)(O)Cc1ccccc1OP(=O)(c1ccccc1)c1ccccc1
  A: 3; B: 7; C: 10; D: 7

Given as labelled records: two of the compounds above.
44	COc1ccc(CN2CCCCC2c2cccnc2)cc1C (stereo not given)
  Yeast eIF2B = 7
  Yeast eIF2B mutant toxicity = -11
  Yeast tox = 1
  Yeast tox inhibition % = -11
37	CC(C)CCOC(=O)c1c(N)n(CC2CCCO2)c2nc3ccccc3nc12 (stereo not given)
  Yeast eIF2B = 3
  Yeast eIF2B mutant toxicity = 10
  Yeast tox = -14
  Yeast tox inhibition % = 10

From no. 42 as far as 45, as listed above:
Letters – A = Yeast eIF2B; B = Yeast eIF2B mutant toxicity; C = Yeast tox; D = Yeast tox inhibition %
#42 C=CCOC(=O)C1=C(C)OC(N)=C(C#N)[C@@]12C(=O)N(CC(N)=O)c1ccccc12
  A: 14; B: -15; C: -14; D: -15
#43 Cc1c(C(=O)N2CCC3(CC2)OCCO3)sc2ncnc(N(C)c3ccccc3)c12
  A: 47; B: 3; C: 0; D: 3
#44 COc1ccc(CN2CCCCC2c2cccnc2)cc1C (stereo not given)
  A: 7; B: -11; C: 1; D: -11
#45 O=P(O)(O)Cc1ccccc1OP(=O)(c1ccccc1)c1ccccc1
  A: 3; B: 7; C: 10; D: 7

Later entries:
Letters – A = Yeast eIF2B; B = Yeast eIF2B mutant toxicity; C = Yeast tox; D = Yeast tox inhibition %
#46 CC1(C)CC(=O)C(C=NCCN2CCN(C(=O)Cc3ccc(F)cc3)CC2)=C(O)C1
  A: -18; B: .; C: .; D: .
#47 CCOc1cc2[nH]c(=S)n(CCCC(=O)N3CCC4(CC3)OCCO4)c(=O)c2cc1OCC
  A: 4; B: -10; C: -6; D: -10
#48 Cc1ccccc1C1=NCC(=O)N(CC(=O)NCc2ccco2)c2sc3c(c21)CCCC3
  A: 9; B: -45; C: -11; D: -45
#49 COc1ccc(CCN(C)Cc2ccc(F)cc2F)cc1OC
  A: .; B: .; C: 23; D: 15
#50 Cc1ccc(Cc2c(C)nc3nc(SCC(=O)N4CCC5(CC4)OCCO5)nn3c2C)cc1
  A: 16; B: 7; C: 14; D: 7
#51 Cc1cc(OCC(=O)O)c2c3c(c(=O)oc2c1)CCCC3
  A: 34; B: 6; C: 9; D: 6
#52 Fc1ccc2c(c1)nnn2C1CCN(Cc2c(Cl)cccc2Cl)CC1
  A: .; B: .; C: -14; D: -7
#53 COc1ccc(CCn2c(O)c(C=NCCCO)c(=O)[nH]c2=O)cc1OC
  A: 6; B: .; C: 26; D: 0
#54 O=C(NCC(c1cccnc1)N1CCN(c2ccccc2)CC1)Oc1ccccc1 (stereo not given)
  A: -30; B: 8; C: 2; D: 8
#55 CC12CCCCC1=NC(c1ccc(Br)cc1)N2O (stereo not given)
  A: 25; B: 5; C: 8; D: 5
#56 CN1C(=O)/C(=C/c2ccc(N3CCCCCC3)o2)C(=O)NC1=S
  A: 41; B: -14; C: -26; D: -14
#57 CCCCn1c(O)c(C(CC)=NCCN2CCCCC2)c(=O)[nH]c1=O
  A: 29; B: -12; C: 7; D: -12
#58 COc1ccccc1N=C1SCCCN1C
  A: 28; B: .; C: 0; D: 0
#59 CCOC(=O)C1C(=O)N(C)C2(C)CC1c1cc(OC)ccc1O2 (stereo not given)
  A: 12; B: 10; C: 9; D: 10
#60 CC(N=Cc1c(O)[nH]c(=O)[nH]c1=O)c1ccccc1 (stereo not given)
  A: 14; B: -26; C: -16; D: -26
#61 O=C(C1CCCO1)N1CCC2(CC1)OCCO2 (stereo not given)
  A: .; B: .; C: 8; D: 6
#62 Cc1c(/C=N/O)c2ccccc2n1C
  A: -20; B: 5; C: 7; D: 5
#63 CCOc1ccc(N=Cc2c(O)n(C(C)(C)C)c(=O)[nH]c2=O)cc1
  A: .; B: .; C: -9; D: -15

Only part of the results is shown; count on the stated rates, not on these rows.
